# Source: PubChem BioAssay
# Htt clearance = compounds clearing mutant huntingtin protein; AID 853; inhibition, % at 1.5 µM; HeLa Exon1htt(103Q)mCFP, aggregate imaging; zero = plate's median compound well; 47,000 compounds, 0.42% hits;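 active = inhibition of aggregate fluorescence above about 70%, also judged a hit by eye on the cell image, limit read from the data, passing the limit was not always enough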;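 note: cells exposed to compound for three days before fixation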
# Htt clearance grain fraction = also measured in Htt clearance; calls as there; fraction fluorescence in grains; measured here: aggregate grain fluorescence fraction; hits give low values;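 scaled fraction of total cell fluorescence in grains with unit not stated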
# An asterisk follows results filed as active.
SMILES,Htt clearance,Htt clearance grain fraction
O=C(CN1CCN(c2ccccc2)CC1)Nc1nnc(-c2ccccc2)s1,-31,48
CN(C)CCCNC(=O)Cc1ccc(Br)cc1,23,13
CCCC(O)(CCN1CCOCC1)c1ccc(Br)cc1 (centres undefined),-53,31
COC(=O)c1cc2n(n1)CCN(Cc1ccccc1Cl)C2=O,-48,58
COC(=O)c1ccc(-n2nc(C(F)(F)F)c3c2-c2ccoc2CC3)cc1,-12,22
CC1CCN(S(=O)(=O)c2cn(CC(=O)N3CCN(C)CC3)c(=O)c3ccccc23)CC1,-20,24
COC(=O)COc1ccc2c(-c3ccc(OC)cc3)cc(=O)oc2c1,2,27
COc1ccc(C(c2nnnn2CS(=O)(=O)c2ccc(C)cc2)N2CCN(Cc3ccccc3)CC2)cc1 (centres undefined),7,15
CC(C)n1c(SCc2ccc(Cl)cc2)nc2c1c(=O)[nH]c(=O)n2C,19,28
O=C(O)c1ccoc1CN1CCCCC1,18,16
COC(=O)C1=C(C)NC2=C(C(=O)CC(C)(C)C2)C1c1ccsc1 (centres undefined),44,12
CCOC(=O)N1CCN(C(=O)C2CCCN(S(=O)(=O)c3cc(C)ccc3OC)C2)CC1 (centres undefined),-156,45
CCc1cccc(C)c1NC(=O)CSc1ncn[nH]1,-20,28
COc1cccc(NC(=O)c2ccco2)c1,41,12
CCOC(=O)C1CCN(S(=O)(=O)c2ccc(OCC)cc2)CC1,26,14
CCOCCCNc1nc2c([nH]1)c(=O)n(C)c(=O)n2C,-31,22
O=C(N1CCCCCC1)n1c(Cc2ccccc2)nc2ccccc21,-44,27
O=C(O)CCC(=O)NCC1OCCc2ccccc21 (centres undefined),14,17
CC1CC2(CC(C)(C(=O)CSc3nc4ccccc4s3)OC2=O)C(=O)O1 (centres undefined),12,15
O=C(CCCN1C(=O)/C(=C/c2cccc(Br)c2)SC1=S)Nc1ccccn1,59,15
CC(C)Cc1nc2oc3c(=O)[nH]cnc3c2c2c1CCC2,28,27
O=C(Cn1cnc2c(cnn2-c2ccc(F)cc2)c1=O)NCc1ccco1,32,27
Cc1ccc(-c2csc(NC(=O)c3ccno3)n2)cc1,20,19
O=C(CCCN1C(=O)c2ccccc2C1=O)Nc1ccccn1,-41,28
CN(C)c1oc(-c2ccccc2F)nc1C#N,19,27

# (next part)
SMILES,Htt clearance,Htt clearance grain fraction
CC(C)C(=O)Nc1cccc(C(=O)Nc2nnc(C(C)C)s2)c1,17,15
COC(=O)c1ccc(C(=O)OC)c(NC(=O)CSCc2ccc(Br)cc2)c1,-9,36
CCCCC1CC(/C(C)=N/NC(N)=O)OC1=O (centres undefined),-42,57
CC(C)C(NS(=O)(=O)c1ccc2c3c(cccc13)C(=O)N2)C(=O)O (centres undefined),-37,49
Cc1ccc(S(=O)(=O)N(CC(=O)N2CCOCC2)C2CCCCC2)cc1,12,18
Cc1ccc([N+](=O)[O-])cc1-c1[nH]c(-c2ccc(O)c(O)c2)nc1-c1ccccc1,-6,20
CS(=O)(=O)N(CC(=O)O)c1cccc(Cl)c1,-15,20
Fc1ccc(C2=Nn3c(nnc3-c3n[nH]c4c3CCC4)SC2)cc1,-2,38
Cc1cc(C)n(CC(=O)NCc2cc(-c3nn(C)c(=O)c4ccccc34)ccc2C)n1,-27,27
O=C(c1ccccc1)c1c[nH]c2cc3c(cc2c1=O)OCCO3,15,16
Cc1cccc(C)c1NC1=NC(C)(C)N=C(N)N1,6,32
CCOC(=O)N1CCN(C(=O)c2cc(-n3cnnc3)ccc2Cl)CC1,-76,35
COc1ccc(-n2c(COc3ccccc3)nnc2SCC(N)=O)cc1,-18,43
CCCc1nnc2n1N=C(c1ccc(-c3cc(Cl)ccc3Cl)o1)CS2,5,44
Cc1ccc(NC(=O)c2cn(-c3cccc(C)n3)cn2)cc1,15,18
C=CCNc1ncnc2c1[nH]c1ccc(C)cc12,12,35
CC(=O)c1c(C)[nH]c(C(=O)NCCC2=CCCCC2)c1C,-10,38
Cc1nn(-c2ccccc2)c2[nH]c(C(F)(F)F)cc(=O)c12,59,8.4
COC(=O)c1cc(OC)c(OC)cc1NC(=S)N1CCN(Cc2ccccc2)CC1,27,26
O=C(NOC(=O)c1cc(Br)ccc1Cl)c1cccs1,10,36
COc1cccc(Cn2c(Oc3cccc(C)c3)nc3c2c(=O)n(C)c(=O)n3C)c1,-41,51
O=C(Nc1ccccc1)N(CCCN1CCOCC1)Cc1cc2cc3c(cc2[nH]c1=O)OCCO3,42,11
O=C(NC1CC1)c1ccc(F)cc1Cl,0,23
Cc1ccc(NC(=O)C(Cc2ccccc2)NC(=O)c2ccco2)cc1 (centres undefined),-44,54
COc1ccc(COn2c(=O)c(C)[n+]([O-])c3ccccc32)cc1OC,13,33

# Remaining list, next part:
SMILES,Htt clearance,Htt clearance grain fraction
COc1cccc(CNc2ccc3c(c2)ncn3C(C)C)c1OC,-10,40
Cc1ccc(NC(=O)CSc2nnc(-c3cccnc3)n2-c2ccc(C)cc2)cc1,4,18
Cn1c(CN2CCOCC2)nnc1SCC(=O)Nc1nccs1,-39,27
CCCCn1c(SCC(=O)NCc2ccco2)nnc1-c1ccco1,-34,49
CSCCC(NC=C1C(=O)OC(C)(C)OC1=O)C(=O)O (centres undefined),-40,48
Cc1cnc(C(=O)OCC(=O)c2csc(N3CCCCC3)n2)cn1,-20,44
CCCn1nnnc1NCc1ccccc1OCc1cccs1,40,11
Cc1ccc(S(=O)(=O)NCC(=O)N2CCOCC2)cc1,-16,39
CC1CCCN(C(=O)CSc2nc3ccccc3o2)C1 (centres undefined),-1,40
CCn1cc(C(=O)NCCC2=CCCCC2)c(=O)c2cc(S(=O)(=O)N(C)C)ccc21,34,20
CCOC(=O)C(NC(=O)CC)(Nc1ccc(S(=O)(=O)Nc2cc(C)on2)cc1)C(F)(F)F (centres undefined),-44,50
OC1CCN(C(=S)NCCc2ccccc2)CC1,-14,27
Cc1cccn2c(=O)c3cc(C(=O)NCc4ccco4)c(=N)n(C(C)C)c3nc12,-2,19
O=C(CN1CCC(c2nc3ccccc3s2)CC1)NCc1cccs1,67,6.4
CC(CCc1ccccc1)NC(=O)c1ccncc1 (centres undefined),26,14
CCOc1ccccc1C(=O)n1nc(C)cc1C,-6,46
CC1(C)CC(=O)C(C(C#Cc2ccccc2)C2=C(O)CC(C)(C)CC2=O)=C(O)C1,-6,46
CCN(CC)C(=O)CCCOc1ccc(Cl)cc1Cl,37,18
O=P(O)(COc1ccccc1)COc1ccccc1,-40,29
Cc1ccc(S(=O)(=O)N(CC(=O)N2CCCCCC2)c2ccccc2)cc1,-6,21
Cc1cc2ccccc2c(=O)n1CC(=O)N1CCN(c2cccc(Cl)c2)CC1,-56,26
O=S(=O)(NC1CCCC1)c1ccc(S(=O)(=O)N(Cc2cccs2)CC2CCCO2)cc1 (centres undefined),26,25
CCOC(=O)N1CCN(C(=O)CN(c2cc(Cl)ccc2OC)S(=O)(=O)c2ccccc2)CC1,26,29
Cc1ccc(C)c(NC(=O)CSc2nnc(-c3ccncc3)n2N)c1,-17,47
COC(=O)CCCC(=O)N1CCOCCN(C(=O)CCCC(=O)OC)CCOCC1,13,18

# More compounds
SMILES,Htt clearance,Htt clearance grain fraction
O=C(NCCCCCNC(=O)c1cccnc1)c1cccnc1,-39,46
COCCN(CCOC)C(=O)c1cc2sc3ccccc3c2s1,27,27
O=C(c1ccc2c(c1)OCO2)n1nnc2ccccc21,29,28
N/C(=N\OC(=O)Cc1ccccc1)c1ccccn1,25,28
O=C(Nc1nnc(-c2ccccc2)s1)c1cccc(S(=O)(=O)N2CCOCC2)c1,-17,23
COC(=O)c1ccc(CSc2nc3ccccc3s2)o1,0,20
COc1ccc(NS(=O)(=O)c2ccc(OCC(=O)N3CCOCC3)cc2)cc1,12,32
Cn1c(NCc2ccccc2)nc2c1c(=O)n(Cc1ccccc1)c(=O)n2C,55,8
O=C(Nc1cccc(C(F)(F)F)c1)NC1CCN(S(=O)(=O)c2ccc(F)cc2)CC1,-51,36
Cn1c(=O)c2c(SCC(=O)N3CCCc4ccccc43)nc(CC(C)(C)C)nc2n(C)c1=O,9,48
CCOC(=O)C1=C(O)C(=O)N(c2ccc(S(N)(=O)=O)cc2)C1c1ccccc1 (centres undefined),43,21
CSC1=C(C#N)C(CC(C)C)C2=C(CCCC2=O)N1 (centres undefined),-37,47
COc1ccc(CCNC(=O)CSc2ncnc3c2oc2ccccc23)cc1OC,-5,23
Cc1ccc(S(=O)(=O)N/N=C\C=C\c2ccccc2)cc1,54,18
O=C(CCN1C(=O)c2ccccc2C1=O)Nc1ccc(S(=O)(=O)NC2=NCCCCC2)cc1,0,38
N#Cc1c(-c2cccs2)cc(-c2ccccn2)nc1N,3,33
CC(=O)c1cc2c(cc1NC(=O)c1cnc(C)cn1)OCO2,12,18
CCc1cc(=O)oc2cc(C)cc(O)c12,8,34
NC(=O)C1CCN(C2CC(=O)N(c3ccc(F)c(Cl)c3)C2=O)CC1 (centres undefined),-55,58
COc1ccc(NC(=O)NC(C)c2ccncc2)cc1OC (centres undefined),28,14
O=C(c1cc2nc(-c3ccco3)cc(C(F)(F)F)n2n1)N1CCN(c2ccc(F)cc2)CC1,25,28
O=C(Nc1ccccc1C(=O)N1CCNCC1)c1ccco1,-4,20
CCn1c(SCC(=O)Nc2nc(C)c(C)s2)nnc1-c1ccco1,-15,23
CCOC(=O)c1ccccc1NS(=O)(=O)c1ccccc1F,4,29
N#Cc1ccccc1OCCN1C(=O)c2ccccc2C1=O,-13,21

# Following part:
SMILES,Htt clearance,Htt clearance grain fraction
CCOC(=O)c1cccc(N2C(=O)c3ccccc3S2(=O)=O)c1,42,11
CCOC(=O)c1ccc(NC(=O)CCc2nc(-c3ccc(Cl)cc3)no2)cc1,3,36
Cc1cc(C)n(C(=O)CCCCCC(=O)n2nc(C)cc2C)n1,-6,18
COc1ccccc1N1CCN(C(=O)CN(c2ccccc2OC)S(=O)(=O)c2ccccc2)CC1,4,17
CCN1CCCC1CN(Cc1cc2c(C)cc(C)cc2[nH]c1=O)C(=O)NC1CCCCC1 (centres undefined),12,32
CC(C)c1ccc(OCC(=O)NC(=S)Nc2ccc3c4c(cccc24)CC3)cc1,-38,55
CN1CCN(c2ccc([N+](=O)[O-])c(-n3nc(-c4ccccc4)c4ccccc4c3=O)c2)CC1,32,28
O=C(c1ccc(Cl)cc1)C1CCN(C(=O)C2CC2)CC1,3,38
Cc1ccc(/C=N/N2CCN(c3ccc(Cl)cc3)CC2)o1,-17,35
CCOC(=O)c1sc(NC(=O)CSc2nnc(C(C)C)n2C)nc1C,-9,20
CN1CC(=O)N(CC(=O)NCCc2ccc(F)cc2)c2ccccc2C1=O,-50,28
COc1nonc1NC(=O)CSc1nc2ccccc2[nH]1,-32,44
CCN(CC)CCCNC(=O)c1cc(-c2cccc(Cl)c2)on1,-53,65
COc1ccc2c(c1)Cc1sc(NC(=O)c3ccccc3)nc1-2,15,32
COc1ccc2nc(Nc3ccc4c(c3)OCO4)sc2c1,5,32
O=C(Nc1ccccc1C(=O)OCC(=O)N1CCc2ccccc2C1)c1ccco1,8,19
Cc1nc2c(-c3ccccc3)c(C)nn2c(C)c1CCC(=O)NC(C)CCc1ccco1 (centres undefined),-13,53
CC1(C)Cc2cccc(OCC(=O)Nc3cccnc3)c2O1,17,35
C=CCn1c(COc2cccc(C)c2)nnc1SCC(=O)NC(=O)NCc1ccco1,52,9.2
COc1ccc(-c2cc(C(=O)N3CCOCC3)c3cc(C)ccc3n2)cc1,-1,20
COc1ccc(-n2c(SCC(=O)Nc3nc(C)cs3)nnc2-c2ccoc2C)cc1,1,18
CN(C)S(=O)(=O)c1ccc(C(=O)OCc2ccc(C#N)cc2)cc1,-59,56
O=C(O)C1C2C=CC(C2)C1C(=O)N1CCc2ccccc21 (centres undefined),11,15
C=CCC1(O)C(=O)Nc2ccccc21 (centres undefined),-49,28
O=C(Nc1cccc(O)c1)c1noc2c1CCc1ccccc1-2,-45,30

# Some of the entries above, set out differently.
# The line under a structure holds: Htt clearance	Htt clearance grain fraction
> COc1ccc2nc(Nc3ccc4c(c3)OCO4)sc2c1
    5	32
> Cc1cc(C)n(C(=O)CCCCCC(=O)n2nc(C)cc2C)n1
    -6	18
> CN(C)S(=O)(=O)c1ccc(C(=O)OCc2ccc(C#N)cc2)cc1
    -59	56
> CCOC(=O)c1cccc(N2C(=O)c3ccccc3S2(=O)=O)c1
    42	11
> O=C(Nc1ccccc1C(=O)OCC(=O)N1CCc2ccccc2C1)c1ccco1
    8	19
> CN1CCN(c2ccc([N+](=O)[O-])c(-n3nc(-c4ccccc4)c4ccccc4c3=O)c2)CC1
    32	28

# By substructure: the entries above containing a CF3 group (five)
SMILES,Htt clearance,Htt clearance grain fraction
COC(=O)c1ccc(-n2nc(C(F)(F)F)c3c2-c2ccoc2CC3)cc1,-12,22
Cc1nn(-c2ccccc2)c2[nH]c(C(F)(F)F)cc(=O)c12,59,8.4
CCOC(=O)C(NC(=O)CC)(Nc1ccc(S(=O)(=O)Nc2cc(C)on2)cc1)C(F)(F)F (centres undefined),-44,50
O=C(Nc1cccc(C(F)(F)F)c1)NC1CCN(S(=O)(=O)c2ccc(F)cc2)CC1,-51,36
O=C(c1cc2nc(-c3ccco3)cc(C(F)(F)F)n2n1)N1CCN(c2ccc(F)cc2)CC1,25,28

# (more compounds)
SMILES,Htt clearance,Htt clearance grain fraction
COCCCNc1nc(=S)[nH]c2cc(OC)c(OC)cc12,-29,23
CC1CN(c2ccccc2)C(=O)CS1 (centres undefined),2,19
O=C1c2ccccc2NC(c2ccccc2)N1c1ccc(O)cc1 (centres undefined),-12,49
CCn1ncc(/C=C/C(=O)Nc2c(C)nn(CC)c2C)c1C,19,27
O=C(C1CC1)N1CCc2cc(Br)cc(S(=O)(=O)N3CCOCC3)c21,-64,32
Cc1ccc(-c2nn(-c3cc(Cl)ccc3[N+](=O)[O-])c(=O)c3ccccc23)cc1,60,15
COc1cc(Cl)cc2c1Sc1ccccc1/C2=C/CCN(C)C,-2,20
CCOC(=O)CSc1nnc(-c2ccncc2)o1,-35,29
COCCN(CCOC)C(=O)c1cc2c(=O)n3ccccc3nc2s1,16,16
CS(=O)(=O)N1CCCC(C(=O)NCCCN2CCN(Cc3ccccc3)CC2)C1 (centres undefined),33,26
C1COCCNCCOCCOCCN1,-9,41

# Not all compounds are listed (hit frequency here may not be typical).
